# Bioassay records: PubChem BioAssay, several laboratories
# S1P4 antag = S1P4 receptor antagonists, primary screen, cell-based; Sphingosine 1-phosphate receptor 4 (Homo sapiens), O95977; S1P4-expressing cells, antagonist mode, reporter read-out; inhibition, % at 4.98 µM; actives 0.26% (n = 220,000); in the data active = inhibition above about 29%;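 also: 0% = wells stimulated with agonist and 100% = vehicle wells without agonist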
# NPY1 pot ag = NPY-Y1 receptor potentiators or agonists, primary screen, cell-based. Neuropeptide Y receptor type 1 (Homo sapiens), P25929. NPY-Y1 expressing cells, potentiator/agonist activation. activation, % at 3.6 µM. actives 0.37% (n = 220,000); in the data active = activation above about 33%, passing the limit was not always enough;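 also: cells stimulated with NPY at EC10 then isoproterenol at EC100; 0% = low agonist plus stimulus and 100% = saturating agonist plus stimulus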
# Target sequence (P25929 whole entry, looked up): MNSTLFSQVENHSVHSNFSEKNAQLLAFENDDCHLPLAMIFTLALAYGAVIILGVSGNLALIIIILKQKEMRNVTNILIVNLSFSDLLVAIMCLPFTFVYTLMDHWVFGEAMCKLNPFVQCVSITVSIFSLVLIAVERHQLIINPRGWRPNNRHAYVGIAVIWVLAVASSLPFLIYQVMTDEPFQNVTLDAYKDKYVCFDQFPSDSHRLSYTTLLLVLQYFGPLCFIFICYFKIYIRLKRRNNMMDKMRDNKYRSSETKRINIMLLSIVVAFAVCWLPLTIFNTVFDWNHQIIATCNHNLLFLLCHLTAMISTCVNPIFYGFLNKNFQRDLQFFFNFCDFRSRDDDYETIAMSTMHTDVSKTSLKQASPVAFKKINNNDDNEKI
# NPY-Y2 PAM-ag = NPY-Y2 potentiators or agonists, primary screen, cell-based | actives 0.45% (n = 220,000) | cells expressing NPY-Y2, potentiator/agonist read-out | activation, % at 3.6 µM | AID 1359, 2008 | Neuropeptide Y receptor type 2 (Homo sapiens), P49146; in the data active = activation above about 27%;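 also: cells stimulated with NPY near EC25 plus isoproterenol at EC100; 0% = vehicle plus submaximal agonist and 100% = vehicle plus saturating agonist; some results beyond the cut were filed as inactive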
# Ba/F3 V617F tox = reduced viability of JAK2V617F-dependent Ba/F3 cells, primary screen, JAK2V617F inhibitor project, cell-based, Ba/F3 EpoR-JAK2V617F, luminescence. ATP luminescence. inhibition, % at 5.6 µM. actives 1.1% (n = 220,000). AID 1446, 2008;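 active = inhibition above the campaign mean plus 3 SD over all tested compounds, cut at about 24% in these data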;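 also: cytokine-independent growth of Ba/F3 cells driven by EpoR plus mutant JAK2; 0% = DMSO-treated cells and 100% = JAK inhibitor I control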
# BaF3 tox = parental Ba/F3 cell viability inhibition, counter-screen for JAK2V617F inhibitor project, murine pro-B, CellTiter-Glo luminescence. CellTiter-Glo ATP luminescence. inhibition, % at 5.6 µM. actives 1.1% (n = 220,000);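 active = inhibition above a per-campaign cutoff, the mean inhibition of all tested compounds plus 3 SD, cut at about 27% in these data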;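 also: 0% = DMSO wells and 100% = JAK Inhibitor I control wells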
# NPY-Y1 antag = NPY-Y1 receptor antagonists, primary screen, cell-based. HEK293-CNG Y1 cells, membrane potential fluorescence; NPY at EC95, then isoproterenol. inhibition, % at 3.6 µM. actives 1% (n = 200,000). AID 1040, 2008;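 active = inhibition above the campaign mean inhibition of all tested compounds plus 3 SD, cut at about 20% in these data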;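 also: 0% = DMSO wells given NPY plus isoproterenol and 100% = isoproterenol alone without NPY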
#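 Assay system: HEK293 cells with Y1 receptor plus CNG channel | Probe or stimulus: NPY (25 nM), isoproterenol (1 µM), Ro 20-1724 (25 µM) | Timing: Compound incubation 1 h at room temperature, readout 45 min post-stimulation | Measured by: Membrane-potential fluorescent dye readout | Benchmarks: High control isoproterenol alone, low control NPY with isoproterenol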
# S1P4 agonist = S1P4 receptor agonists, primary screen, cell-based. AID 1509, 2009. activation, % at 4.98 µM. actives 0.35% (n = 220,000). S1P4-expressing cell line, agonist reporter assay; in the data active = activation above about 11%;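 also: 0% = DMSO vehicle and 100% = reference agonist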
# CHOP inh = inhibitors of CHOP promoter induction, primary screen, cell-based, unfolded protein response, luciferase reporter; inhibition, % at 10 µM; actives 3.8% (n = 220,000); CHO-K1 CHOP-promoter luciferase, tunicamycin-induced, 15-18 h;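 active = compounds that reduced the stress-induced luciferase reporter signal by more than about 70% of percent inhibition, limit read from the data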;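 also: 0% = tunicamycin plus vehicle and 100% = wells without tunicamycin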
# p47phox inh = p47phox/p22phox peptide binding inhibitors, primary screen, biochemical, uHTS, NADPH oxidase regulatory subunit. fluorescence polarization, 2 h. inhibition, % at 24.7 µM. actives 0.53% (n = 220,000). Neutrophil cytosol factor 1 (Homo sapiens), P14598. AID 1274, 2008;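 active = inhibition above about 30%, limit read from the data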;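 also: 0% = p47phox with labelled peptide and 100% = labelled peptide alone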
# Target sequence (P14598 whole entry, looked up): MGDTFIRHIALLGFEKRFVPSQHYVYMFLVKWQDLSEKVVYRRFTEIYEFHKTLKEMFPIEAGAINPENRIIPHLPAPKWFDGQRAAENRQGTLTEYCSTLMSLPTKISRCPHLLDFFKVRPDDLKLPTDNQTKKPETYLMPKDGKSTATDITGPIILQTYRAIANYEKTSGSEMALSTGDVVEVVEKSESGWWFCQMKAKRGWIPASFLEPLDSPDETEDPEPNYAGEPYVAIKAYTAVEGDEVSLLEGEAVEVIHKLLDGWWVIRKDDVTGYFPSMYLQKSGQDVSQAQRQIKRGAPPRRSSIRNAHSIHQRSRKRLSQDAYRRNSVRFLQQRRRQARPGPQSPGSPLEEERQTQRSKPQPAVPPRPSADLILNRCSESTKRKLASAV
# An asterisk follows results filed as active; · = no result given.
1: CC(COc1ccccc1)N1CCC(CO)(CCc2ccccc2)CC1 (stereo not given)
2: N#Cc1ccccc1NC(=O)Nc1ccc(Cl)cc1
3: CCCCCNC(=O)C1CC=CCC1C(=O)O (stereo not given)
4: CN1CCN(S(=O)(=O)c2cccc(C(=O)O)c2)CC1
5: Cc1cc(C)c(C#N)c(SCc2ccc3c(c2)OCO3)n1
6: COc1ccc(C2c3c(oc4ccccc4c3=O)C(=O)N2c2ccc(C)cn2)cc1OC (stereo not given)
7: CCn1cc(C(=O)N=c2sc3ccccc3n2C)c(=O)c2ccc(C)nc21
8: COc1ccc(-c2ccc(SCC(=O)Nc3cc(C)on3)nn2)cc1OC
9: C=CCNC(=O)N[C@@H](Cc1ccccc1)C(=O)OC
10: Cc1ccc(C)c(Cn2nnc3c(=O)[nH]c(C(=O)NCC4CCCO4)nc32)c1 (stereo not given)

Screen / compound no.,1,2,3,4,5,6,7,8,9,10
S1P4 antag,-1,-7,-8,-3,-21,-6,12,1,10,-7
NPY1 pot ag,-17,-2,-8,-5,-77,16,-11,39,2,-7
NPY-Y2 PAM-ag,-15,11,-7,16,-18,10,-7,32,-9,-10
Ba/F3 V617F tox,-1,-7,-1,-1,-2,-3,3,-2,-3,28*
BaF3 tox,3,2,-1,-6,1,0,3,-2,-1,4
NPY-Y1 antag,13,2,3,4,14,-5,3,-3,·,1
S1P4 agonist,2.1,0.7,1.8,0.5,0.8,1.1,0.0,0.3,-1.4,-2.2
CHOP inh,-10,-21,-18,5,28,31,·,43,1,13
p47phox inh,-11,-8,-11,-8,-17,-11,·,-5,-16,-6

11: O=Cc1sc([O-])nc1-[n+]1ccc2ccccc2c1
12: O=C(Cn1c(=S)nc2ccccn21)N1CCc2ccccc2C1
13: CCCN(CCC)CCCNC(=O)C1c2cc(OC)c(OC)cc2C(=O)N(C)C1c1cccs1 (stereo not given)
14: Cc1ccc(C)n1-c1ccc(C(=O)NC2CCN(Cc3ccccc3)CC2)cc1
15: O=C(NCCc1ccc(Cl)cc1)C1CCC(=O)N1C1CCCC1 (stereo not given)
16: COc1ccc(S(=O)(=O)N2CCN(C(=O)c3cc(C)oc3C)CC2)cc1
17: CNCc1c(OCc2ccc(F)cc2)ccc2ccccc12
18: COc1cc(N=c2ssnc2Cl)c(OC)cc1Cl
19: CCOc1ccc(NC(=O)CC2C(=O)N(c3ccc(OC)cc3)C(=O)N2CCc2ccc(OC)c(OC)c2)cc1 (stereo not given)
20: CCNc1nc(NCC)n2c(SCC(=O)Nc3ccc(C(F)(F)F)cc3[N+](=O)[O-])nnc2n1

Screen / compound no.,11,12,13,14,15,16,17,18,19,20
S1P4 antag,14,2,-1,-5,14,2,-15,-1,-11,-11
NPY1 pot ag,5,13,-6,35,-15,10,-28,10,9,-10
NPY-Y2 PAM-ag,5,8,-3,9,-16,-11,-12,7,13,-6
Ba/F3 V617F tox,-1,-3,-1,2,4,-2,7,0,3,1
BaF3 tox,-7,-1,4,4,6,4,9,0,6,2
NPY-Y1 antag,·,0,2,-1,-8,4,8,8,3,5
S1P4 agonist,-0.9,4.0,-1.2,1.5,-1.7,0.8,0.7,0.8,0.3,2.2
CHOP inh,12,-24,20,51,4,7,16,-26,-3,6
p47phox inh,-12,-8,-8,-10,-8,-5,-12,15,0,1

21: O=C(Nc1ccc(Cl)cc1)OCc1cn(-c2ccc(Cl)cc2)nn1
22: CCOc1ccc(N(Cc2nnc3n2CCCCC3)C(=O)Nc2cccc(C)c2)cc1
23: CC(C)c1nc(=S)c2ccccc2[nH]1
24: CSCCC(NC(=O)C12CC3CC(CC(C3)C1)C2)C(=O)OCC(=O)c1ccc(C)cc1 (stereo not given)
25: COc1ccccc1Cn1c(CCCO)nc2ccccc21
26: Cc1ccc(NC(=O)CCSc2nc(C)cc(C)n2)cc1
27: C=CCn1c(-c2sc(-c3ccccc3)nc2C)n[nH]c1=S
28: Cc1c(C)n(C(=O)CN2CCN(c3ccccn3)CC2)c2ccccc12
29: CCC(C(=O)NCc1ccccc1OC)c1ccccc1 (stereo not given)
30: Cc1ccc(/C=N/NC(=O)c2csc3c2CCCC3)cc1

Screen / compound no.,21,22,23,24,25,26,27,28,29,30
S1P4 antag,2,11,-21,-17,3,-9,22,-20,7,0
NPY1 pot ag,-22,-8,-15,3,-15,19,9,-23,-7,-13
NPY-Y2 PAM-ag,-10,3,12,-5,-12,4,1,-15,-3,-6
Ba/F3 V617F tox,3,1,-5,-1,0,0,-3,2,-1,0
BaF3 tox,3,5,1,3,2,0,8,5,5,0
NPY-Y1 antag,6,0,-4,2,2,0,7,3,6,4
S1P4 agonist,1.1,0.7,1.6,-0.1,-2.2,-1.1,-0.4,0.1,-0.7,2.1
CHOP inh,73*,2,-10,51,20,39,-5,55,-3,7
p47phox inh,-40,-5,0,2,-8,-7,-7,-1,-10,-7

# Next section, starting with the last four of the part before.
27: C=CCn1c(-c2sc(-c3ccccc3)nc2C)n[nH]c1=S
28: Cc1c(C)n(C(=O)CN2CCN(c3ccccn3)CC2)c2ccccc12
29: CCC(C(=O)NCc1ccccc1OC)c1ccccc1 (stereo not given)
30: Cc1ccc(/C=N/NC(=O)c2csc3c2CCCC3)cc1
31: COc1ccccc1CNC(=O)C(CCSC)NS(=O)(=O)c1ccc2c(c1)oc(=O)n2C (stereo not given)
32: N#Cc1c(-c2ccccc2)nc(SCC(=O)N2c3ccccc3Sc3ccccc32)[nH]c1=O
33: CCSC(SCC)[C@H](O)[C@@H](O)[C@H](O)[C@H](O)CO
34: COc1cc(/C=C/c2ccc3c([N+](=O)[O-])cccc3n2)ccc1OCC(=O)O
35: Cc1ccc(N/N=C(\C#N)C(=N)N2CCOCC2)cc1
36: Cc1c(C(C)(C(=O)O)c2c(C)n(C)c3ccccc23)c2ccccc2n1C
37: COc1ccccc1C(=O)N1CCCN(C(=O)c2ccccc2OC)CC1
38: O=C(Cc1cccs1)Nc1nnc(C2CC2)s1
39: O=C(c1c(F)cccc1F)N(Cc1ccccn1)C1CC1
40: Cc1ccc(NNC(N)=S)cc1Cl

Screen / compound no.,27,28,29,30,31,32,33,34,35,36,37,38,39,40
S1P4 antag,22,-20,7,0,1,-11,-9,1,2,2,-1,-8,-2,4
NPY1 pot ag,9,-23,-7,-13,0,14,2,-1,14,10,7,-9,10,1
NPY-Y2 PAM-ag,1,-15,-3,-6,13,2,13,0,4,12,-12,-8,11,6
Ba/F3 V617F tox,-3,2,-1,0,0,-4,0,-3,-1,1,0,5,-3,-1
BaF3 tox,8,5,5,0,5,-3,4,-4,4,-1,4,8,2,-7
NPY-Y1 antag,7,3,6,4,4,·,0,·,-1,·,-1,0,0,·
S1P4 agonist,-0.4,0.1,-0.7,2.1,0.6,-0.2,1.8,0.9,1.9,0.2,0.7,-0.3,3.5,0.7
CHOP inh,-5,55,-3,7,11,16,19,-2,-24,6,41,8,41,10
p47phox inh,-7,-1,-10,-7,-13,-57,0,-10,2,-7,-14,-9,-1,-17

41: Cc1c(C(=O)Nc2ccncc2)sc2nc(-c3ccccc3)cn12
42: COC(=O)c1ccc(NC(=O)COC(=O)c2nc3nccc(C)n3n2)cc1
43: O=[N+]([O-])c1ccc(N2CCCCC2)cc1
44: CCOc1ccc(NC(=O)Cn2c(=O)oc3ccccc32)cc1
45: COc1cc2c(cc1OC)C(C(=O)N1CCCCC1)C(c1ccccc1F)N(C)C2=O (stereo not given)
46: Cc1ccc(Cn2c(SCCN3CCCCC3)nc3c2c(=O)[nH]c(=O)n3C)cc1
47: COc1ccc(NC(=O)c2c(Nc3ccccc3)sc(C(=O)c3ccc(F)cc3)c2N)cc1
48: O=C1CC(c2ccccc2)CC(O)=C1C=NCCc1ccccc1 (stereo not given)
49: COc1ccccc1NC(=O)COC(=O)Cc1c[nH]c2ccccc12
50: CC(C)CCNC(=O)c1c[nH]c2ccc(S(=O)(=O)N3CCC4(CC3)OCCO4)cc2c1=O

Screen / compound no.,41,42,43,44,45,46,47,48,49,50
S1P4 antag,-8,0,-29,-5,-17,-22,-23,-10,-39,-21
NPY1 pot ag,-8,7,-13,1,2,15,12,2,-12,-15
NPY-Y2 PAM-ag,-2,-5,6,2,6,-5,8,17,-8,-11
Ba/F3 V617F tox,-3,0,3,0,6,-3,-1,-1,2,4
BaF3 tox,6,8,1,1,15,3,5,6,7,3
NPY-Y1 antag,7,3,·,2,3,-6,-5,6,2,-5
S1P4 agonist,-0.7,0.4,-0.7,-0.1,0.1,0.0,0.0,0.0,2.2,0.8
CHOP inh,69,9,-11,-6,-40,16,43,17,14,2
p47phox inh,7,1,-16,0,-2,4,-3,-7,-6,-3

51: Cc1ccccc1/[N+]([O-])=C/c1cccs1
52: Cc1cc(=O)oc2cc(OCC(=O)N/N=C/c3cc([N+](=O)[O-])ccc3O)ccc12
53: O=C(CCCN1C(=O)c2ccccc2C1=O)Nc1sc2c(c1C(=O)NCc1ccco1)CCC2
54: N#CCC(CNc1ncc(C(F)(F)F)cc1Cl)OC(=O)c1cccc([N+](=O)[O-])c1 (stereo not given)
55: CCN1CCn2c1nc(N1CCCCC1)nc2=O
56: CCOC(=O)C1=NOC(Cn2cc(C#N)c(=O)n(C)c2=O)C1 (stereo not given)
57: Cc1ccc(C2NC(c3ccc(C)cc3)C(C)C(=O)C2C)cc1 (stereo not given)
58: CCOc1ccc(C/C(N)=N/n2cnnc2)cc1
59: Cc1cccc(/N=C2/NC(=O)C(Cc3ccccc3)S2)n1 (stereo not given)
60: Cc1cc(NC(=O)c2ccco2)ncc1NC(=O)Cc1ccccc1
61: CCOc1cc(CNc2ncn[nH]2)ccc1OCC(=O)NC(C)(C)C

Screen / compound no.,51,52,53,54,55,56,57,58,59,60,61
S1P4 antag,-19,-9,-8,3,-20,-12,19,-6,-3,-2,2
NPY1 pot ag,2,4,-17,-39,6,-2,-37,25,11,12,-2
NPY-Y2 PAM-ag,4,10,16,-29,5,-4,-18,0,2,1,2
Ba/F3 V617F tox,-2,-3,0,5,1,1,2,-5,-3,4,0
BaF3 tox,1,5,1,10,2,2,2,2,4,9,4
NPY-Y1 antag,-7,-2,4,4,1,-5,·,16,0,4,-5
S1P4 agonist,0.3,0.5,-2.1,0.7,-0.6,0.8,-2.1,-2.5,1.2,-0.7,5.0
CHOP inh,43,37,8,38,1,9,2,0,34,16,0
p47phox inh,-3,27,-48,-5,4,-12,0,-4,-2,-19,-8
